Screens deposited in PubChem by several laboratories.
MEKK2 WT-MEK5: raises or lowers MEK5 binding to wildtype human MEKK2 PB1 domain. Q9Y2U5. bead flow cytometry, Alexa488-MEK5 binding to MEKK2 WT; actives lie on both sides. binding response (% of control), % at 10 µM. 290,000 compounds, 1.1% hits; in the data active = binding response below about 67% or above about 130%
MEKK3 PB1 HTS: modulators (inhibitors or enhancers) of MEK5 binding to human MEKK3 PB1 domain; bead-based flow cytometry, Alexa488-MEK5 binding to MEKK3; actives lie on both sides; 0 = blocked by unlabeled MEK5, 100 = vehicle; binding response (% of control), % at 10 µM; 290,000 compounds, 1.4% hits;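 active = binding response more than 3 SD above or below the average of its plate-row segment, actives on both sides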;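 also: Alexa488 bead fluorescence after subtracting the streptavidin-only scavenger bead signal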
Target sequence (Q99759 whole entry, looked up, the tested form may be a part): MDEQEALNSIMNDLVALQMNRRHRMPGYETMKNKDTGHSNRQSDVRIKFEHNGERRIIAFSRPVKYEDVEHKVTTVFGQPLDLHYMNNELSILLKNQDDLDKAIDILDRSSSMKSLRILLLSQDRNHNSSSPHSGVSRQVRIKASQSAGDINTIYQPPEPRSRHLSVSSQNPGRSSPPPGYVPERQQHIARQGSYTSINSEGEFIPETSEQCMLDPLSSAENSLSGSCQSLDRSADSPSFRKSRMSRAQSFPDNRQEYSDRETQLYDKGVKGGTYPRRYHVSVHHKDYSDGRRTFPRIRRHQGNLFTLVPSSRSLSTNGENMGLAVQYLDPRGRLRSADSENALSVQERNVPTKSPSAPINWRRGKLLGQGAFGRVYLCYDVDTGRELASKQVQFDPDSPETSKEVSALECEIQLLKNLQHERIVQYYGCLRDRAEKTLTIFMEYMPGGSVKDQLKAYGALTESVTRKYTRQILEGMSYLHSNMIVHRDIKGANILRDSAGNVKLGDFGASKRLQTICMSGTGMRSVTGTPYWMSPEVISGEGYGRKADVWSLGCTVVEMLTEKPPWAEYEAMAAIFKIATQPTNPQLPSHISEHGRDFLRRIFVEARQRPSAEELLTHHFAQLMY
DNA FID counter: counter-screen for HCV NS3 helicase inhibitors: DNA intercalator displacement; DNA fluorescent intercalator displacement, fluorescence; inhibition, % at 7.9 µM; 290,000 compounds, 0.17% hits; in the data active = inhibition above about 37%;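 also: 0% = vehicle and 100% = reference compound; higher means more ethidium bromide displaced from hairpin DNA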
PHOSPHO1 inh: PHOSPHO1 (human) inhibition; Q8TCT1; recombinant PHOSPHO1, absorbance phosphatase assay; inhibition, % at 13.3 µM; 290,000 compounds, 1.1% hits; in the data active = inhibition above about 60%
PfM18AAP inh: PfM18AAP enzyme inhibition; recombinant PfM18AAP, H-Glu-NHMec fluorogenic cleavage; inhibition, % at 7.35 µM; 290,000 compounds, 1.2% hits; AID 1822;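 active = inhibition above the campaign mean inhibition over all tested compounds plus 3 SD, cut at about 28% in these data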;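 also: 0% = plate median of test compound wells and 100% = 2 mM ZnCl2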
GPR7 antag: antagonists of human GPR7 (neuropeptides B/W receptor 1) | inhibition, % at 4.4 µM | 290,000 compounds, 1.1% hits | P48145 | GPR7-expressing cells, fluorescence antagonist assay; in the data active = inhibition above about 16%, passing the limit was not always enough;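 also: cells stimulated with the agonist NPW; 0% = agonist with vehicle and 100% = vehicle without agonist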
NALP1 inh: inhibitors of NALP1 inflammasome in yeast; S. cerevisiae NALP1/ASC/caspase-1 growth, X-gal OD620, 72 h; inhibition, % at 10 µM; 280,000 compounds, 0.61% hits; in the data active = inhibition mostly above about 24%, no sharp cut-off; inactive = mostly below about 32%; also: some compounds called inactive have numbers as strong as hits
OXTR agonist: agonists of human oxytocin receptor; activation, % at 3 µM; P30559; AID 2435; 320,000 compounds, 0.32% hits; CHO-OTR cells, Fluo-8 calcium fluorescence; normalized: DMSO 0%, oxytocin 100%;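 active = activation above the mean of all tested compounds plus 3 SD, cutoff set per screening run, cut at about 20% in these data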;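 also: peak over basal fluorescence ratio from a 100 s FLIPR kinetic read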
Target sequence (P30559 whole entry, looked up): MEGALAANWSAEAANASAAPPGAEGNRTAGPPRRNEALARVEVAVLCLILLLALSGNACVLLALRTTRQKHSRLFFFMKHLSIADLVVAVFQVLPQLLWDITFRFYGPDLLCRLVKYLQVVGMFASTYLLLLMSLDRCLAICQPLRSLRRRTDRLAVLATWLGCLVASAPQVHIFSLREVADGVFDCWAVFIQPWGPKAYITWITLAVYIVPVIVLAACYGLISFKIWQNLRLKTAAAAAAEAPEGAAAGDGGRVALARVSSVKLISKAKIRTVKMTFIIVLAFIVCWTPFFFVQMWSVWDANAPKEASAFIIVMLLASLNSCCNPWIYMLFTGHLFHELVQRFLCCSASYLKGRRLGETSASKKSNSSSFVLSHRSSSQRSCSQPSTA
MEKK2 mut-MEK5: signal of MEK5 binding to mutant human MEKK2 PB1 domain | bead flow cytometry, Alexa488-MEK5 binding to MEKK2 mutant | percent response, % at 10 µM | 290,000 compounds, 0.35% hits | AID 1530; in the data active = percent response above about 24%, passing the limit was not always enough; also: inactives centre near 1; some results filed as inactive read as strong as hits; reference of the scale not given here
The depositor's hits bear a star; x = not tested or not shown.

| mol | MEKK2 WT-MEK5 | MEKK3 PB1 HTS | DNA FID counter | PHOSPHO1 inh | PfM18AAP inh | GPR7 antag | NALP1 inh | OXTR agonist | MEKK2 mut-MEK5 |
| --- | --- | --- | --- | --- | --- | --- | --- | --- | --- |
| CCOc1ccc(C(C)=O)cc1Cn1ccsc1=N | 145.0* | 104.0 | -5.6 | 37.5 | 0.5 | -17.0 | 7.9 | x | 23.0 |
| COc1ccc2c(c1)CC1(CN2C)C(=O)NC(=O)N(c2ccc(C)cc2)C1=O (stereo not drawn) | 99.0 | 97.0 | -10.8 | -20.6 | 17.4 | -14.4 | 9.5 | -0.2 | 9.0 |
| CC(C)C(=O)c1cn(Cc2ccc(C#N)cc2)c2ccccc12 | 101.0 | 108.0 | -13.4 | -0.9 | 7.8 | -3.1 | -97.3 | 1.4 | 3.0 |
| O=C(NC1(C(F)(F)F)Oc2ccccc2O1)N1CCC2(CC1)OCCO2 | 101.0 | 102.0 | 0.7 | -5.8 | 71.2* | -7.9 | 1.3 | 0.7 | 3.0 |
| OC(c1ccccc1)(c1ccccc1)C1CCNCC1 | 136.0* | 101.0 | 7.4 | 2.5 | 0.7 | -5.1 | -3.2 | 0.6 | 9.0 |
| COc1ccc(CN2C(=O)NC(=O)/C(=C/c3ccc(OC)c(OC)c3OC)C2=O)cc1 | 81.0 | 76.0 | -19.2 | 33.1 | -2.2 | -5.7 | 20.3 | -0.3 | -16.0 |
| O=C(C1CC(=O)N(C2CCCC2)C1)N1CCC2(CC1)OCCO2 (stereo not drawn) | 102.0 | 99.0 | -2.0 | 5.7 | -5.3 | -14.2 | 8.3 | 0.9 | 3.0 |
| CN(C)c1ccc([P+](=O)c2ccc(N(C)C)cc2)cc1 | 74.0 | 80.0 | -34.6 | -4.0 | 1.0 | 18.4 | 0.9 | 1.3 | -14.0 |
| S=c1[nH]c2ccccc2[nH]1 | 99.0 | 99.0 | -7.7 | -9.8 | -0.6 | 0.0 | 13.1 | 0.9 | 0.0 |
| COc1ccc(C(=O)Oc2cccc3cccnc23)cc1S(=O)(=O)N1CCOCC1 | 96.0 | 101.0 | 2.9 | 32.3 | -6.2 | -9.8 | 8.8 | 1.9 | -12.0 |
| O=C(c1ccccc1F)c1cn(Cc2ccc(F)cc2)c2ccccc12 | 81.0 | 84.0 | -1.5 | 3.1 | -14.0 | -7.8 | 13.4 | -0.7 | -5.0 |
| O=C(Cc1ccc([N+](=O)[O-])cc1)N1CCN(Cc2ccc3c(c2)OCO3)CC1 | 119.0 | 125.0 | -4.4 | 28.3 | 2.8 | -4.7 | 15.8 | 4.0 | 21.0 |
| CCOc1ccc(-n2c(-c3ccoc3)nc3ccccc3c2=O)cc1 | 100.0 | 101.0 | -3.8 | 8.2 | -0.6 | 4.4 | -12.4 | -0.2 | 1.0 |
| Cc1cc(OCC(=O)N2CCC(C(=O)O)CC2)c2c3c(c(=O)oc2c1)CCCC3 | 100.0 | 97.0 | -32.5 | -2.5 | 1.3 | -5.4 | 10.7 | 0.7 | -1.0 |
| Fc1ccc2c(c1)nnn2C1CCN(Cc2c(Cl)cccc2Cl)CC1 | 103.0 | 105.0 | -5.1 | -20.0 | -8.5 | 1.2 | -5.2 | -1.7 | 5.0 |
| Cc1cc(O)c(CN2CC=C(c3ccccc3)CC2)cc1C(C)C | 109.0 | 105.0 | 7.7 | 23.3 | 2.7 | -17.9 | 22.9 | -1.9 | -3.0 |
| C/C(=N\NP(=S)(c1ccccc1)c1ccccc1)c1ccc(O)cc1O | 104.0 | 106.0 | -0.2 | -128.2 | 10.8 | -12.5 | x | 0.2 | -2.0 |
| [N-]=[N+]=CC(=O)OC[C@H](N)C(=O)O | 95.0 | 103.0 | -2.4 | 18.2 | -1.1 | -8.9 | 22.2 | 1.1 | 2.0 |
| CC1(C)Cc2c(C#N)c(N3CCNCC3)nc(-c3ccco3)c2CS1 | 106.0 | 94.0 | 2.4 | 23.7 | 1.2 | 1.0 | 28.1 | 1.1 | 1.0 |
| COc1ccc(CN2CCCC(C(=O)c3sccc3C)C2)cc1O (stereo not drawn) | 105.0 | 108.0 | 0.3 | 47.1 | 4.7 | -0.2 | 1.3 | -0.4 | 1.0 |
| O=C(CNC(=O)c1ccccc1Cl)Nc1ccc(Br)cc1C(=O)c1ccccc1 | 98.0 | 97.0 | -19.2 | -2.9 | 5.4 | 4.9 | 28.3 | -1.4 | -1.0 |
| C=CCn1c(O)c(C=Nc2ccc(N(CC)CC)cc2)c(=O)[nH]c1=O | 91.0 | 90.0 | -7.5 | -13.6 | 50.1* | -0.2 | 12.2 | 0.3 | -3.0 |
| O=C1/C(=C/c2cccnc2)N2CCC1CC2 | 99.0 | 98.0 | 5.3 | 37.4 | -5.3 | -11.7 | -4.9 | -0.7 | -3.0 |
| CCCC[N+]12CCC(CC1)C(C(=O)c1cccs1)C2 (stereo not drawn) | 109.0 | 106.0 | 0.3 | -64.7 | -0.8 | 6.8 | 1.5 | -0.9 | 7.0 |
| O=C1NC(=O)N(c2ccccc2)C(=O)/C1=C\C=C\c1ccccc1 | 92.0 | 93.0 | -27.4 | 33.4 | -10.9 | -16.0 | -6.1 | -0.1 | -12.0 |
| N[C@@H](Cc1c[nH]c2ccccc12)c1nnc(SCc2ccccc2)o1 | 99.0 | 104.0 | -9.0 | 21.8 | -30.5 | -4.2 | 1.1 | 3.8 | 0.0 |
| N#Cc1c(/N=C/c2c(O)n(Cc3ccco3)c(=O)[nH]c2=O)sc2c1CCCC2 | 99.0 | 96.0 | -7.4 | -34.0 | 37.1* | -3.0 | 9.7 | 1.9 | -4.0 |
| COc1ccccc1N1C(=O)CC(=O)NC1=O | 105.0 | 104.0 | -6.2 | 26.3 | 5.8 | -16.6 | 6.3 | 0.5 | 1.0 |
| CC1CCC2C(C)C(=O)OC3OC4(C)CCC1C32OO4 (stereo not drawn) | 108.0 | 106.0 | -9.5 | 24.1 | 1.5 | -1.4 | 18.3 | -0.9 | 9.0 |
| Cc1cccc(N2C(=O)NC(=O)/C(=C/c3cc4c(cc3[N+](=O)[O-])OCO4)C2=O)c1 | 100.0 | 102.0 | -11.5 | -12.4 | 20.2 | -17.9 | -15.7 | 1.4 | 2.0 |
| CC(=O)N1CN(C(C)=O)CN(C(C)=O)C1 | 95.0 | 96.0 | 0.3 | -3.7 | -2.6 | -6.8 | 1.3 | 0.2 | -1.0 |
| CCOc1cc(C)cc2oc(=O)c3c(c12)CCCC3 | 111.0 | 108.0 | -10.8 | 15.6 | -14.9 | -11.2 | 23.4 | -2.3 | 10.0 |
| O=C(/C=C/c1ccccc1)c1c(O)n(CCc2ccccc2)c(=O)[nH]c1=O | 104.0 | 101.0 | -2.2 | -14.7 | 1.4 | 5.1 | 19.9 | -1.6 | 24.0 |
| COc1ccc(CN2C(=O)NC(=O)/C(=C/c3ccc([N+](=O)[O-])o3)C2=O)cc1 | 98.0 | 102.0 | -11.8 | -0.6 | 4.9 | -16.0 | 12.6 | x | 0.0 |
| CC(C)(C)c1ccc(C(=O)C2CCCN(C3CCC3)C2)cc1 (stereo not drawn) | 94.0 | 96.0 | 12.0 | 60.1* | -0.1 | -1.8 | 3.8 | 0.1 | -10.0 |
| COc1ccc(-c2cc(=Nc3ccccc3)c3cc(C)ccc3o2)cc1 | 97.0 | 103.0 | 0.9 | -9.3 | 11.7 | -5.9 | 5.0 | -2.2 | -2.0 |
| CN1C(=O)NC(=O)/C(=C\C=C\c2ccccc2[N+](=O)[O-])C1=O | 91.0 | 98.0 | -8.4 | -1.7 | 16.1 | -1.8 | -0.4 | -0.3 | 1.0 |
| C=CCOC(=O)C1=C(C)OC(N)=C(C#N)C12C(=O)N(CN1CCOCC1)c1ccccc12 (stereo not drawn) | 107.0 | 108.0 | -11.2 | -8.9 | 0.6 | -6.6 | 8.2 | -0.3 | 3.0 |
| O=C(c1c[nH]c2ccc(S(=O)(=O)N3CCC4(CC3)OCCO4)cc2c1=O)N1CCC2(CC1)OCCO2 | 106.0 | 114.0 | -10.7 | 8.6 | 0.3 | -10.6 | 14.0 | 0.5 | -1.0 |
| CNP1(NC)=Nc2nn(-c3ccccc3)c(N)c2C(c2ccccc2)=N1 | 92.0 | 97.0 | -3.8 | 1.0 | -1.3 | -0.7 | 1.4 | 1.0 | 1.0 |
| CCN1C(=O)NC(=O)/C(=C\c2cn(CC(=O)O)c3ccccc23)C1=O | 106.0 | 107.0 | -9.3 | 19.9 | -17.4 | 2.3 | 13.4 | 0.7 | 10.0 |
| COc1ccc(C(=O)C2CN(C)CC2C(=O)c2ccc(OC)cc2)cc1 (stereo not drawn) | 111.0 | 101.0 | 5.6 | -14.0 | 1.6 | 2.9 | 25.8 | -0.1 | 0.0 |
| O=P(N[C@@H](c1ccccc1)[C@@H]1C[C@H]1CO)(c1ccccc1)c1ccccc1 | 95.0 | 97.0 | -22.5 | -8.7 | 2.9 | 3.3 | 9.5 | -0.1 | -3.0 |
| O=c1oc2ccccc2c(O)c1[C@H]1c2ccc(O)cc2Oc2c1c(=O)oc1ccccc21 | 93.0 | 99.0 | -17.5 | 8.1 | 4.0 | -13.0 | x | 0.1 | -7.0 |
| Cc1nnc2n1-c1ccc(Br)cc1C(c1ccccc1Cl)=NC2 | 102.0 | 100.0 | -18.1 | -10.5 | -1.0 | -6.2 | -3.0 | 1.2 | 4.0 |
| CCn1c(NN=O)nc2ccccc21 | 105.0 | 103.0 | -5.9 | 14.7 | 3.8 | -12.6 | -9.7 | -0.6 | 5.0 |
| Cn1cccc1CN1CCN(C(=O)COc2ccccc2)CC1 | 100.0 | 102.0 | 12.1 | 24.2 | 27.7 | -9.0 | -8.1 | 0.0 | 1.0 |
| O=C(Nc1nccs1)C(Cl)(Cl)Cl | 95.0 | 99.0 | 1.1 | 27.5 | -0.8 | -11.4 | -5.6 | 0.1 | -2.0 |
| O=c1c2ccccc2nc(-c2ccc(Cl)cc2Cl)n1-c1ccncc1 | 99.0 | 96.0 | -13.8 | -3.5 | 2.6 | 8.2 | -17.6 | 1.6 | 1.0 |
| O=C1NC(=O)C(=Cc2ccc(SC3CCCCC3)o2)C(=O)N1 | 100.0 | 102.0 | -9.8 | -68.6 | 17.6 | -15.7 | -7.0 | 1.0 | -1.0 |
| Cc1cc(/C=C2\C(=O)NC(=O)N(Cc3ccco3)C2=O)c(C)n1-c1ccc(C(=O)O)cc1 | 102.0 | 100.0 | -25.4 | 23.9 | 24.5 | -8.3 | -6.5 | 1.3 | 2.0 |
| CC(=O)O[C@@H]1/C=C/[C@](C)(O)C[C@@H](C)C/C=C/[C@H]2[C@H](O)C(C)=C(C)[C@H]3[C@H](Cc4ccccc4)NC(=O)[C@@]123 | 100.0 | 105.0 | x | x | x | x | x | 2.1 | 2.0 |
| O=C(Nc1ccc(Br)cc1)N1C[C@H]2C[C@@H](C1)c1cccc(=O)n1C2 | 99.0 | 100.0 | -0.6 | 18.2 | 11.5 | 20.3 | 2.0 | 0.5 | -2.0 |
| Cc1ccccc1-n1c(O)c(C=Nc2ccc(N(C)C)cc2)c(=O)[nH]c1=O | 92.0 | 96.0 | -19.8 | 25.8 | 45.9* | 2.7 | 6.3 | 1.9 | -4.0 |
| CCCCC(C)C(OC(=O)CC(CC(=O)O)C(=O)O)C(CC(C)CC(O)CCCCC(O)CC(O)C(C)N)OC(=O)CC(CC(=O)O)C(=O)O (stereo not drawn) | 103.0 | 97.0 | -38.0 | 0.5 | -2.4 | -1.4 | 18.3 | 1.0 | 1.0 |
| COc1ccccc1CN1CCN(C(=O)COc2ccccc2)CC1 | 93.0 | 96.0 | -2.0 | 25.5 | 5.0 | -13.2 | 31.3 | -0.4 | 0.0 |

A portion of the library; the hit share may differ from the screen's.
